From PubChem
PKA-R1A act: PKA-R1A complex activation. P00514+P68181. PKA-R1A dissociation, Cy5-IP20 fluorescence polarization; scaled: DMSO 0%, 113 µM cGMP 100%. activation, % at 11.4 µM. 0.083% of 340,000 active. AID 504707;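 active = percent activation above the mean of all tested compounds plus 3 SD, cut at about 19% in these data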;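 also: higher means more PKAc released from R1A so a rise in polarization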
AddAB inh: less growth of phage-infected E. coli with AddAB. 0.29% of 330,000 active. E. coli expressing H. pylori AddAB, absorbance growth. inhibition, % at 11.9 µM; in the data active = inhibition above about 12%;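 also: 0% = vehicle wells of infected cells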
Pemphigus Ab inh: blocks pemphigus antibody binding to human desmoglein-3; P32926; DSG3-coupled beads, scFv-anti-DSG3-GFP binding, flow cytometry; active compounds read low; binding (percent of control), % at 10 µM; 0.48% of 310,000 active; AID 588358;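 active = binding more than 3 SD below its plate's average and above zero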;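 also: hits lower antibody fragment binding to DSG3; some compounds called inactive have numbers as strong as hits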
Arrestin-AP2 inh: human beta-arrestin and AP2 interaction inhibition; inhibition, % at 10 µM; FITC-arrestin peptide / GST-AP2 beads, flow cytometry; AP2 beta2 appendage carries R879A mutation; 0.31% of 340,000 active; AID 504490;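 active = inhibition above a set limit, near 3 SD of compounds lacking own fluorescence, cut at about 54% in these data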;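 also: plate controls were DMSO wells for no effect and 5 µM unlabelled arrestin peptide for full effect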
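Material – GST-tagged AP2 beta2-adaptin appendage (R879A) on 4 µm glutathione beads · Probe or stimulus – fluorescein-tagged arrestin peptide at 50 nM final · Timing – 12 min plus 1 h, RT · Detection – bead flow cytometry, FITC channel · Read-out basis – inhibition as reduced fluorescein signal on beads, percent · Medium – PBS plus Tween 20 (0.05%) and BSA (0.1%)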
PfHsp90 set2: reduces growth (ATP signal) of yeast expressing P. falciparum Hsp90; S. cerevisiae expressing PfHsp90, BacTiter-Glo ATP, 48 h; yeast lacking PDR1 and PDR3 efflux regulators; inhibition, % at 9.4 µM; 0.32% of 310,000 active; AID 504621;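 active = every replicate shows inhibition above about 80%, whatever the replicate mean, limit read from the data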;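 also: 0% = DMSO neutral controls and 100% = 20 µM radicicol positive controls; yeast relying on Plasmodium falciparum Hsp90 in place of its own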
Tat transport: blocks Tat-dependent protein export in E. coli; inhibition, % at 10 µM; 0.036% of 340,000 active; E. coli MC4100 TorA-mCherry Tat export, fluorescence;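 active = mean replicate inhibition at least 50% and at least half of replicates individually reaching 50%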;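 also: exported cargo escapes ClpAP degradation while cytoplasmic cargo is degraded and loses fluorescence; 0% = median of neutral control wells and 100% = median of NaSCN control wells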
phage Ecoli inh: E. coli growth loss with phage present. growth absorbance. inhibition, % at 11.9 µM. 0.26% of 360,000 active. AID 651602; in the data active = inhibition above about 11%
Mot1-301 SUMO: blocks SUMOylation pathway, rescuing yeast Mot1-301 growth; S. cerevisiae Mot1-301 growth rescue, ATP luminescence, 38.5C; percent above DMSO median, 100 means doubled; growth rescue, % at 18.8 µM; 1% of 320,000 active;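 active = every valid replicate shows activation above 250% relative to neutral control wells; inactive = the rest, any valid replicate at or below 250%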;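 also: OY570 slx delta 5 strain wells were the positive control but not used for scaling; some compounds called inactive have numbers as strong as hits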
MOR-DOR ag: OPRM1-OPRD1 heterodimerization agonism; cells, luminescence; P35372+P41143; 0.3% of 340,000 active; AID 504326; activation, % at 9.3 µM; in the data active = activation above about 18%;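 also: 0% = vehicle-treated cells and 100% = reference agonist; values of inactives mirror those of a sister screen read the other way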
OPRM1-OPRD1 inv: mu-delta opioid heterodimer inverse agonism; inhibition, % at 9.3 µM; AID 504357; 0.21% of 340,000 active; cell-based MOR-DOR heterodimer luminescence; P35372+P41143; in the data active = inhibition above about 22%, passing the limit was not always enough;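 also: 0% = cells with DMSO and 100% = wells without cells with DMSO; values of inactives mirror those of a sister screen read the other way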
E coli growth: counter-screen for AddAB inhibitors: E. coli growth inhibition; E. coli V3065 growth, OD600 absorbance, 18 h; inhibition, % at 11.9 µM; 0.27% of 330,000 active; AID 449728;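 active = inhibition above the campaign's mean inhibition across all tested compounds plus 3 SD, cut at about 9.9% in these data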;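 also: uninfected addAB+ strain grown without phage in ampicillin broth; 0% = DMSO wells and 100% = ciprofloxacin 0.95 µg/ml wells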
* marks the source's active call; other numbers are inactive results; . = not tested or not shown.

Second line of a record: PKA-R1A act | AddAB inh | Pemphigus Ab inh | Arrestin-AP2 inh | PfHsp90 set2 | Tat transport | phage Ecoli inh | Mot1-301 SUMO | MOR-DOR ag | OPRM1-OPRD1 inv | E coli growth
1. O=c1[nH]c2cccnc2n(CCNc2ncc(C(F)(F)F)cc2Cl)c1=O
→ -4 | 1.3 | 102 | -5 | 19 | 0 | 2.4 | 1 | -2.1 | 12 | 1.6
2. O=C(c1cc(-c2ccccn2)nc2ccc(Cl)cc12)N1CCN(CCc2ccccc2)CC1
→ 10 | 2.4 | . | 13 | -5 | -11 | -2.1 | . | 0.1 | 0 | 1.8
3. COc1cc(/C=C2\SC(=O)N(CCN)C2=O)ccc1OS(=O)(=O)c1cc(C)ccc1C
→ 3 | . | 117 | 14 | 5 | -8 | 1.7 | . | 8.7 | -42 | .
4. CCOc1ccc(NC(=O)CSc2nnc(C)n2Cc2ccccc2)cc1
→ 1 | 5.1 | 103 | 5 | -41 | 7 | 2.4 | -11 | -0.9 | 5 | 0.1
5. CSc1nc(N2CCN(C)CC2)c2c(c1C#N)CC(C)(C)OC2
→ 10 | -0.1 | 114 | 9 | 8 | -6 | 4.0 | 3 | -3.9 | 20 | 1.8
6. CC(C)C(=O)Nc1cccc(C(=O)Nc2ccc3c(c2)OCO3)c1
→ -2 | 1.8 | 106 | 4 | . | 21 | 3.3 | -8 | 0.4 | -2 | 1.2
7. COc1ccc(NS(=O)(=O)c2cccc(C(=O)N(C)CC(=O)Nc3ccc(C)cc3)c2)cc1
→ -8 | 2.2 | 95 | 24 | 18 | 0 | 4.0 | -27 | -1.9 | 10 | 0.8
8. C=CCNC(=O)/C(C#N)=C/c1ccccc1OCc1ccc(C(=O)OC)cc1
→ -9 | 2.4 | 105 | -10 | 15 | 4 | 2.5 | 11 | -0.5 | 3 | 0.8
9. CC(=O)Nc1ccc(NC(=O)Cc2ccc(S(=O)(=O)N3CCCCC3)s2)cc1
→ 2 | 1.4 | 102 | 6 | -19 | -1 | -1.6 | 8 | 0.3 | -2 | 2.2
10. CCOC(=O)Cn1nc(C)c(NC(=O)c2cccc([N+](=O)[O-])c2)c1C
→ -4 | -2.5 | . | -21 | -48 | -4 | -3.2 | 13 | -3.7 | 17 | -0.8
11. COc1cc2nc(CN(C)Cc3ccc(SC)cc3)[nH]c(=O)c2cc1OC
→ -7 | 1.7 | 89 | -17 | 2 | -3 | 1.8 | 2 | -1.2 | 6 | 1.2
12. Cc1c(Cl)cnc(NC(=O)COC(=O)c2cccc(S(=O)(=O)N3CCc4ccccc4C3)c2)c1Cl
→ -7 | 0.8 | 88 | 2 | 10 | -7 | 0.3 | -12 | -1.2 | 6 | 0.0
13. Cn1c(NCCCN2CCOCC2)nc2c1c(=O)n(Cc1ccc(Cl)cc1Cl)c(=O)n2C
→ -4 | 0.2 | 114 | -6 | . | 2 | 1.2 | -24 | -2.3 | 10 | -0.2
14. COc1cc(S(=O)(=O)N2CCC(c3nc4ccccc4s3)CC2)ccc1S(=O)(=O)NC1CCCC1
→ -8 | -1.3 | 106 | -3 | 2 | -2 | 1.7 | 2 | -2.0 | 11 | -0.4
15. Cc1cc([N+](=O)[O-])nn1CCC(=O)Nc1nccs1
→ -3 | 0.3 | 93 | 12 | 10 | -6 | 2.9 | 6 | -1.3 | 8 | -0.9
16. CC(=O)Nc1ccc(NC(=O)[C@@H](NC(=O)c2cccc(C)c2)C(C)C)cc1
→ -11 | 3.6 | 102 | 7 | -4 | 0 | 2.1 | -18 | 0.0 | 0 | -2.6
17. CCOC(=O)C(NC(=O)c1ccccc1)=C1C=C(C)OC(C)=C1
→ 5 | -0.9 | 108 | 20 | 15 | -2 | 2.1 | -17 | -2.5 | 14 | 3.4
18. COc1cccc(NC(=O)Cn2c(SCC(=O)N3CCOCC3)nc3ccccc32)c1
→ -5 | 0.9 | . | 50 | 4 | -4 | 2.6 | -1 | . | . | -3.5
19. COc1cc2c(cc1OC)-c1nnc(-c3cccs3)n1C(C)(C)C2
→ 10 | 0.6 | 110 | 4 | -10 | 10 | 2.2 | 30 | 1.3 | -7 | -1.5
20. Cc1ccc(-c2csc(N3CCN(c4ccc5nc(-c6ccncc6)n(CCN6CCCCC6)c5c4)CC3)n2)cc1
→ -15 | 1.5 | . | 5 | 13 | -5 | . | -4 | . | . | -2.1
21. CCOC(=O)C1(S(=O)(=O)c2ccc(Cl)cc2)CCN(Cc2ccccc2)CC1
→ -2 | -0.8 | 100 | -3 | 27 | 4 | 0.8 | -5 | 1.7 | -9 | -2.8
22. N#CCc1ccc(Oc2ncccn2)cc1
→ -7 | 3.7 | 100 | -7 | -14 | -1 | 0.4 | 356* | -2.7 | 13 | 2.6

Record cards, from the list above. Order of screens: PKA-R1A act, AddAB inh, Pemphigus Ab inh, Arrestin-AP2 inh, PfHsp90 set2, Tat transport, phage Ecoli inh, Mot1-301 SUMO, MOR-DOR ag, OPRM1-OPRD1 inv, E coli growth
Listed for CC(=O)Nc1ccc(NC(=O)Cc2ccc(S(=O)(=O)N3CCCCC3)s2)cc1 = 2, 1.4, 102, 6, -19, -1, -1.6, 8, 0.3, -2, 2.2
Listed for COc1cccc(NC(=O)Cn2c(SCC(=O)N3CCOCC3)nc3ccccc32)c1 = -5, 0.9, ., 50, 4, -4, 2.6, -1, ., ., -3.5
Listed for CC(=O)Nc1ccc(NC(=O)[C@@H](NC(=O)c2cccc(C)c2)C(C)C)cc1 = -11, 3.6, 102, 7, -4, 0, 2.1, -18, 0.0, 0, -2.6
Listed for CCOC(=O)C(NC(=O)c1ccccc1)=C1C=C(C)OC(C)=C1 = 5, -0.9, 108, 20, 15, -2, 2.1, -17, -2.5, 14, 3.4
Listed for COc1ccc(NS(=O)(=O)c2cccc(C(=O)N(C)CC(=O)Nc3ccc(C)cc3)c2)cc1 = -8, 2.2, 95, 24, 18, 0, 4.0, -27, -1.9, 10, 0.8
